Screening results deposited in PubChem BioAssay by several laboratories.
Cl transport mod = modulates chloride dependent transport by human KCC2; actives 2.2% (n = 190,000); KCC2 cells, thallium flux FluoZin-2 fluorescence; B-score of Tl+ flux slope (higher = more flux/activation; lower = inhibition) at 10 µM;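 active = thallium flux slope and its plate-corrected score both differing from the plate sample mean at a set confidence after two filtering rounds, in either direction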;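 note: slope of fluorescence scaled to starting intensity during 10 to 20 s after thallium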
Rad51 HR inh = blocks human Rad51 in homologous recombination. Q06609. hRad51 DNA strand exchange, fluorescence dequenching. inhibition, % at 10 µM. actives 0.085% (n = 200,000). AID 1385;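 active = inhibition above 40% at the single screening dose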;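 note: 0% = DMSO control wells and 100% = blanks with heterologous ssDNA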
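System: hRad51 filaments on single-stranded DNA; reagent: Fluorescein- and BHQ1-tagged 47-mer duplex; compound dosing: one concentration, 10 µM final; timing: filaments 15 min 37 °C, then compound 30 min; measured by: fluorescein emission 520 nm, excitation 485 nm; benchmarks: per-plate controls and blanks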
FXIa inh = inhibitors of human coagulation factor XIa. purified FXIa, Boc-Glu-Ala-Arg-AMC fluorogenic substrate. actives 0.14% (n = 220,000). inhibition, % at 5 µM. AID 798. P03951;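 active = inhibition of at least 40%; inactive = inhibition below 40%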;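 note: fluorescence of freed AMC excited at 355 nm; 0% = enzyme without compound and 100% = no enzyme blank; many of its hits are not listed in these tables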
hK5 inh = inhibitors of human kallikrein 5; Q9Y337; recombinant hK5, fluorogenic AMC substrate cleavage; inhibition, % at 5 µM; actives 0.59% (n = 210,000); AID 873;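 active = inhibition of 40% or more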;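 note: 0% = enzyme controls without compound and 100% = no-enzyme blanks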
Target sequence (Q9Y337 67-293 limits assumed): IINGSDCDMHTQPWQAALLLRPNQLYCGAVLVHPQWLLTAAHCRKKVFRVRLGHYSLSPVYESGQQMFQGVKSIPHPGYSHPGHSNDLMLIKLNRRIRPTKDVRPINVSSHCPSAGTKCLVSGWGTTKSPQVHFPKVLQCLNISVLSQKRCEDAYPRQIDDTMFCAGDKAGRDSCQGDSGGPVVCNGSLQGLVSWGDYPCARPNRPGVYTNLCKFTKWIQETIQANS
Thrombin inh = thrombin (human) inhibition. alpha-thrombin, Boc-VPR-AMC fluorogenic substrate cleavage. inhibition, % at 5 µM. actives 0.26% (n = 220,000). AID 1046;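 active = inhibition at or above 40%; inactive = inhibition below 40%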;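 note: 0% = enzyme with no compound and 100% = wells without enzyme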
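Assay system: human alpha-thrombin enzyme. Reagent: Boc-VPR-AMC substrate, 15 µM final. Compound dosing: one concentration per compound, 5 µM, with 0.2% DMSO. Incubation: room-temperature reaction. Technique: AMC fluorescence, 355/460 nm. Measure: % inhibition relative to enzyme controls and enzyme-free blanks.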
L929 necroptosis = blocks zVAD induced death of L929 cells | L929 zVAD necroptosis rescue, ATP luminescence, 24 h; with zVAD 60 µM | viability rescue, % at 10 µM | actives 0.38% (n = 220,000) | AID 1377;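 active = activation, scaled between plate controls, above about 75%, limit read from the data; inactive = activation under that limit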;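 note: 0% = zVAD with DMSO and 100% = DMSO alone without zVAD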
FXIIa inh = factor XIIa (human) inhibition. P00748. AID 800. inhibition, % at 5 µM. actives 0.3% (n = 220,000). purified FXIIa, Boc-QGR-AMC fluorogenic substrate, 2 h; in the data active = inhibition above about 40%;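 note: 0% = enzyme with no compound and 100% = blank without enzyme; many of its hits are not listed in these tables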
Target sequence (P00748 20-372 limits assumed): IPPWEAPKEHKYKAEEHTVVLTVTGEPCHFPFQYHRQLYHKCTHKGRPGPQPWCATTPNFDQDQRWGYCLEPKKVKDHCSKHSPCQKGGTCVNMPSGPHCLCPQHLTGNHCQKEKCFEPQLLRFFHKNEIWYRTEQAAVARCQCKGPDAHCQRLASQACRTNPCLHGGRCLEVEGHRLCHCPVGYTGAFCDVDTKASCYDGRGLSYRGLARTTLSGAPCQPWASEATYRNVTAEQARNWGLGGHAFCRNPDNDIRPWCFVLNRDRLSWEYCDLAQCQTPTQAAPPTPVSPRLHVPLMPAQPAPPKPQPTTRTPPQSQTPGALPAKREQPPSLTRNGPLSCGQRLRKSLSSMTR
Target sequence (P00748 373-615 limits assumed): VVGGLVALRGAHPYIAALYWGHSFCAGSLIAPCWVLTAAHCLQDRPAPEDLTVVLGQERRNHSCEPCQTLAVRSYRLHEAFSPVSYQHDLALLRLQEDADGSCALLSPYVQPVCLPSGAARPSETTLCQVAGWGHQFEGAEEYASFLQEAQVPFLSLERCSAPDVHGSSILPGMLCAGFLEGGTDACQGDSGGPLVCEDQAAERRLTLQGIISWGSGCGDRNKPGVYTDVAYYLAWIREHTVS
TNF necrop inh = inhibitors of TNF-alpha induced necroptosis in Jurkat FADD-/- cells; activation (protection from cell death), % at 10 µM; Jurkat FADD-/- TNF necroptosis rescue, ATP luminescence, 24 h; 0 = TNF only, 100 = no-TNF cells; actives 0.068% (n = 220,000);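 active = activation, meaning protection from cell death, of at least 50% relative to plate controls; inactive = activation below 50%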;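 note: necroptosis triggered by 40 ng/mL TNF-alpha added together with compound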
Hck-Nef inh = blocks Nef-activated human Hck kinase. actives 0.68% (n = 220,000). AID 463187. Recombinant Hck-YEEI plus Nef, Z-Lyte FRET kinase assay. inhibition, % at 20 µM;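 active = Hck-Nef kinase inhibition above about 50%, limit read from the data; inactive = inhibition below that limit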;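 note: 0% = DMSO with Hck plus Nef and 100% = Hck alone without Nef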
Active calls of the source: *; x = no result given.

The opening two entries, ahead of the listing:
SMILES	Cl transport mod	Rad51 HR inh	FXIa inh	hK5 inh	Thrombin inh	L929 necroptosis	FXIIa inh	TNF necrop inh	Hck-Nef inh
O=C(NNC(=S)NC1CCCCC1)c1ccc2c(c1)OCO2	0.96	9	5	-50	-15	-0.4	7	0.1	2
CCOC(=O)Cc1csc(N/C(=N/S(=O)(=O)c2ccc(Cl)cc2)c2ccccc2)n1	0.73	4	1	-18	-3	1.0	15	2.0	-1

All compounds of this part (from the top)
SMILES	Cl transport mod	Rad51 HR inh	FXIa inh	hK5 inh	Thrombin inh	L929 necroptosis	FXIIa inh	TNF necrop inh	Hck-Nef inh
O=C(NNC(=S)NC1CCCCC1)c1ccc2c(c1)OCO2	0.96	9	5	-50	-15	-0.4	7	0.1	2
CCOC(=O)Cc1csc(N/C(=N/S(=O)(=O)c2ccc(Cl)cc2)c2ccccc2)n1	0.73	4	1	-18	-3	1.0	15	2.0	-1
Cc1cc(-c2ccccc2)nc(Cl)c1C#N	0.29	x	0	-32	-9	1.0	0	0.7	4
CN1c2ccccc2C2(C)CCCC3=Cc4cccc([N+](=O)[O-])c4OC312 (stereo not drawn)	-0.043	3	21	8	0	-0.4	19	0.8	1
CC(/C=N\NC(=O)Cn1c(C)nc2ccccc21)=C\c1ccccc1	-0.5	x	4	-26	1	-0.2	12	-10	-1
CCOC(=O)c1c(NC(=O)c2cccnc2Cl)sc(C(=O)N(C)C)c1C	x	-25	19	8	1	-0.5	25	-0.5	7
CC(=O)C1=NN(c2ccccc2)C(c2cccs2)N1c1ccccc1 (stereo not drawn)	-1.2	11	-8	-19	-15	-0.5	4	-1.0	1
Cc1occc1C(=O)N/N=C/c1ccc(OCc2ccccc2)cc1	-0.6	9	3	3	0	0.7	5	3.6	13
CC(C)CCNC(=O)C(=O)Nc1ccccc1	0.23	-34	-2	0	-9	25	11	4.0	24
O=C(Nc1ccc(-c2cn3ccccc3n2)cc1)c1ccco1	-2.1	x	-6	-12	-12	-0.1	2	-3.9	3
CC(=O)N/N=C(\C)CC(=O)NC(C)(C)C	x	-21	-5	7	-5	0.2	-1	0.7	22
CC(C)(C)NC(=O)C(c1ccccc1)N(Cc1cccs1)C(=O)c1csnn1 (stereo not drawn)	-0.062	-1	18	-9	-1	-1.1	24	-2.0	7
CC(C)Oc1ccc(C(=O)N2CCCC2C(=O)O)cc1 (stereo not drawn)	0.74	0	3	23	1	-0.1	4	0.2	1
CCn1cc(C(=O)NCC2COc3ccccc3O2)c2cc(OC)c(OC)cc2c1=O (stereo not drawn)	0.3	3	-8	-8	-6	0.4	-6	2.0	-1
CCC(=O)Nc1cccc(C2=NOC3(C2)C[C@H](C(N)=O)N(C(=O)c2ccc(Cl)cc2)C3)c1 (stereo partly drawn)	1.1	8	0	1	5	-0.3	6	2.0	18
O=c1c2ccccc2nnn1Cc1ccccc1Cl	-1	6	-4	-4	-5	1.3	5	2.7	-7
COc1ccc(N2CCN(C(=O)CCCCCn3c(=O)[nH]c4ccsc4c3=O)CC2)cc1	-0.63	6	-1	-5	-3	0.5	-3	0.7	1
COc1ccc([C@@H]2Sc3ccccc3N(CCN(C)C)C(=O)[C@@H]2OC(C)=O)cc1	4.4*	-1	-1	-13	x	-0.4	5	0.4	-5
Cn1c(SCc2ccc(F)cc2)nnc1-c1cccs1	x	x	2	4	-1	-0.3	5	1.5	1
COc1ccc(Cc2nc(-c3ccc(-n4cccc4)cc3)no2)cc1	1.9	-5	5	-7	0	-0.8	13	2.0	-9
O=C(NC1(C(F)(F)F)NC(=O)N(Cc2cccnc2)C1=O)c1cccs1 (stereo not drawn)	-0.73	8	0	-10	-1	0.1	17	-2.4	-7
COCCNC(=O)c1onc(CSc2cccc(C)c2)c1C(=O)O	-0.42	-3	-6	-23	-7	0.0	2	-0.4	-1
CCNc1nc(-c2ccc(Cl)cc2)cs1	-1.6	9	1	1	7	-0.3	5	0.6	-3
COc1cc(/C=N/NC(=O)c2ccc(CN(C)S(=O)(=O)c3ccc(C)cc3)cc2)ccc1O	-0.19	12	-1	-6	1	1.3	4	-0.3	20
CC(=O)Nc1ccc(SCC(=O)O)cc1	x	14	7	-17	1	0.9	8	0.0	27
COCCCNCCOCCOc1ccccc1-c1ccccc1	0.14	x	-1	-10	-2	-0.3	2	3.1	0
Cc1ccc(SCCC(=O)N2CCCC2)cc1	x	2	-1	3	2	-0.4	10	-1.4	4
CCCCc1nc2c(=O)[nH]c3ccccc3c2o1	-0.1	-5	-1	-20	-3	-0.6	11	-4.6	0
S=C1SCN(Cc2ccco2)CN1Cc1ccco1	-0.88	-14	2	7	-7	-2.1	4	-24	12
O=C(Nc1cccc(Cl)c1)N(CCN1CCOCC1)Cc1cccc(Cl)c1	0.53	-8	17	-4	1	-0.2	29	-2.6	-1
COc1ccc(NC(=O)c2nc[nH]c2C(=O)N[C@H](C)c2ccccc2)cc1	1.2	-4	1	-1	4	0.5	8	1.0	-17
CC(C)(C)NS(=O)(=O)c1ccc(Oc2ncc(C(F)(F)F)cc2Cl)cc1	x	-13	2	-1	5	0.0	13	-4.1	2
Cc1cccc(N/N=C/c2ccc(O)c(O)c2O)c1	1.7	0	-2	-11	-16	-0.4	3	-4.3	8
O=C1CC(N2CCCCCC2)C(=O)N1c1ccc2c(c1)OCO2 (stereo not drawn)	-0.6	7	-4	-8	-5	-0.2	9	-0.2	-21
Oc1ccc2n[nH]nc2c1	1.1	x	0	3	-4	x	5	0.3	6
CCN(CC)CCN1C(=O)c2oc3ccccc3c(=O)c2C1c1cccc(Br)c1 (stereo not drawn)	24*	4	3	-14	3	-0.6	18	-3.7	0
O=C(COC(=O)CNS(=O)(=O)c1c(Cl)cccc1Cl)Nc1cccnc1Cl	-0.077	x	6	-11	1	0.4	12	2.5	-25
Cc1cc2c(c(=O)n1Cc1cccnc1)C(Cc1ccccc1)C(C#N)=C(N)O2 (stereo not drawn)	-0.32	-11	11	-10	6	-0.2	16	-1.6	1
CC(=O)Nc1ccc(S(=O)(=O)N(Cc2ccccc2)C(C)C)cc1	-0.14	-7	3	3	2	-0.3	20	-4.0	1
CC1(C)CC(NCc2ccccc2)CCO1 (stereo not drawn)	0.47	1	1	-2	-11	0.8	-3	1.5	25
CNC(=O)NC(=O)CSc1nnc(C(F)(F)F)n1C	x	3	-6	-3	1	0.4	15	1.3	-1
Cc1ccc(S(=O)(=O)N[C@H](C(=O)N2CCC3(O)CCCCC3C2)c2ccccc2)cc1 (stereo partly drawn)	-0.084	2	-1	-6	1	0.1	10	0.1	0
COc1cccc(C2=NOC(C(=O)Nc3cccnc3)C2)c1 (stereo not drawn)	0.79	4	-1	-3	-1	0.0	14	-0.8	6
COCCCNC(=S)NCCNc1nc2c(C)c(C)ccc2cc1C#N	-0.26	x	-6	x	-3	0.8	8	0.2	22
N/C(=N\O)c1ccc([N+](=O)[O-])s1	x	2	-4	-4	-6	0.1	2	-4.0	0
Nc1ccccc1S(=O)(=O)c1ccccc1N	0.084	5	-5	-5	0	43	7	11	1
CCc1nnc(NC(=O)CSc2nc3ccccc3c(=O)n2CCCOC)s1	-1.1	8	2	-3	1	0.1	11	4.7	9
COc1ccc(NC(=O)C(CCCCNC(=O)OC(C)(C)C)NC(=O)OCc2ccccc2)cc1 (stereo not drawn)	-0.21	x	0	-5	-4	1.2	-1	1.4	4
CCNC(=S)N1CCC(n2cnc3ccccc32)CC1	x	28	-4	-1	-1	26	3	0.5	17
CCOC(=O)C1C2C=CC3(CN(Cc4cccs4)C(=O)C13)O2 (stereo not drawn)	x	8	13	0	2	-0.9	19	-1.0	0
Next section
SMILES	Cl transport mod	Rad51 HR inh	FXIa inh	hK5 inh	Thrombin inh	L929 necroptosis	FXIIa inh	TNF necrop inh	Hck-Nef inh
CCN(CC)C(=O)Cn1cnc2sc(C(=O)N3CCN(c4ccc(OC)cc4)CC3)c(C)c2c1=O	x	-3	-7	-8	-5	-0.1	0	1.6	-1
O=S(=O)(c1cccc(-n2cnnn2)c1)N1CCOCC1	1.1	-5	10	-7	0	1.4	17	-0.1	-1
CS(=O)(=O)N1N=C(c2cccs2)CC1c1ccccc1F (stereo not drawn)	0.42	x	-2	14	-6	-0.8	6	-1.1	2
Cn1c(SCc2ccccc2)nnc1C1CCCNC1 (stereo not drawn)	0.97	-3	2	-12	-9	-0.4	-16	-0.7	0
CCCOc1ccc(-c2nnn(CC(=O)OCC)n2)cc1	x	-3	2	5	-3	0.9	9	0.5	6
COc1ccc2c(c1)C1=C(CC2)C(c2ccc(C)cc2)NC(=S)N1 (stereo not drawn)	-0.078	25	13	-5	1	-0.6	2	-1.0	15
CC(C)(C)NC(=O)C(c1ccccn1)N(C(=O)c1csnn1)C1CCCC1 (stereo not drawn)	-0.36	-9	4	3	3	1.3	11	4.0	18
Cc1cc(C)n(-c2ccc([N+](=O)[O-])cc2-c2nn[nH]n2)n1	0.44	7	-2	1	-9	0.8	6	0.6	24
S=c1[nH]cc(-c2ccccc2)n1-c1ccccc1	x	0	4	-6	-1	-0.1	13	-2.7	1
COc1cc(S(=O)(=O)Nc2ncccc2C)c(OC)cc1Cl	0.031	-1	-10	-11	-8	0.1	4	-0.3	6
CC(=O)c1c(COC(=O)c2cccnc2)nc2ccccc2[n+]1[O-]	0.11	0	-13	-15	-5	-0.1	-3	-0.3	0
CCOc1ccc(NC(=O)C(=O)NCc2ccncc2)cc1	0.78	-67	-3	-7	4	0.5	2	-1.2	2
CC(=O)Nc1nc(=S)n(-c2ccccc2)[nH]1	0.6	5	-7	-18	-19	-0.1	10	-0.4	2
CCOc1ccc(NC(=O)CSc2nnc(-c3ccco3)n2C)cc1	0.017	13	-6	-5	-5	2.3	-5	1.0	-4
CC(=O)OC[C@H]1O[C@@H](Sc2cccc3cccnc23)[C@H](OC(C)=O)[C@@H](OC(C)=O)[C@@H]1OC(C)=O	0.037	3	2	-15	-7	-0.3	11	0.9	4
COC(=O)C1=C(N)Oc2cc(C)n(Cc3cccnc3)c(=O)c2C1c1cc(OC)ccc1OC (stereo not drawn)	0.67	-3	7	-3	-5	-0.2	23	0.0	1
O=C(Nc1ccc(C(=O)OC[C@@H]2CCCN3CCCC[C@H]23)cc1)c1cccc(Br)c1	-0.12	2	1	-19	-3	1.1	3	2.3	2
CC(C)C1Cc2c(sc3c2c(=O)n(Cc2ccccc2)c2nncn32)CO1 (stereo not drawn)	x	0	-2	-3	9	0.6	12	-3.5	0
CCN1CCN(c2cc(N3CCc4ccccc4C3)c(F)cc2[N+](=O)[O-])CC1	0.22	-3	10	-5	3	-0.1	9	1.1	-1
C[C@H]1C[C@H]2[C@@H]3CCC4=CC(=O)C=C[C@]4(C)[C@@]3(Cl)[C@@H](O)C[C@]2(C)[C@@]1(O)C(=O)CO	0.42	-3	30	-11	0	65	2	-1.2	-2

3 of these compounds, reformatted:
Results follow in this order: Cl transport mod	Rad51 HR inh	FXIa inh	hK5 inh	Thrombin inh	L929 necroptosis	FXIIa inh	TNF necrop inh	Hck-Nef inh
- COc1ccc([C@@H]2Sc3ccccc3N(CCN(C)C)C(=O)[C@@H]2OC(C)=O)cc1
  4.4*	-1	-1	-13	x	-0.4	5	0.4	-5
- CNC(=O)NC(=O)CSc1nnc(C(F)(F)F)n1C
  x	3	-6	-3	1	0.4	15	1.3	-1
- COCCCNC(=S)NCCNc1nc2c(C)c(C)ccc2cc1C#N
  -0.26	x	-6	x	-3	0.8	8	0.2	22

These rows are one share of the data. The share of hits here may be higher or lower than overall.
